Screening data deposited in PubChem by ICCB-Longwood Screening Facility, Harvard Medical School.
Polio RdRp inh = poliovirus RNA polymerase inhibition; AID 588519; 0.66% of 150,000 active; % elongation, % (compound at 16.7 µg/mL); poliovirus polymerase elongation, fluorescence polarization; active compounds read low; in the data active means % elongation below about 90%; further: some results filed as inactive read as strong as hits
Target sequence (P03300 1749-2209 limits assumed): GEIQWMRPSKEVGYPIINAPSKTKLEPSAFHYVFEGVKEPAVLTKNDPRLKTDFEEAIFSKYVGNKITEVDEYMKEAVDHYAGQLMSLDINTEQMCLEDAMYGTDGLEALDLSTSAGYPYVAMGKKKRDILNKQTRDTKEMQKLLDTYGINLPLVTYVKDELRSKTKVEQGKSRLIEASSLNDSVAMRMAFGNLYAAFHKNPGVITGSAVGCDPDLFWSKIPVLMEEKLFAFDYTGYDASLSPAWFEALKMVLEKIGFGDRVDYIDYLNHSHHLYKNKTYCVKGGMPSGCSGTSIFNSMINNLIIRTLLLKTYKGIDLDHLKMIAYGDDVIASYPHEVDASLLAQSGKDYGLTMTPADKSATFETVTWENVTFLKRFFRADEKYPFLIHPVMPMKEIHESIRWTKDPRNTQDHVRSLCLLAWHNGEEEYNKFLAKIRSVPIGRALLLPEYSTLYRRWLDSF
Polio RdRp inh FP z-score = also measured in Polio RdRp inh; calls as there; z-score; measured here: FP z-score; hits read low
* marks the source's active call; other numbers are inactive results; & = joins results of further samples.

SMILES	Polio RdRp inh	Polio RdRp inh FP z-score
Cc1cccnc1N/C=C1/CCCCC1=O	103	0.3
O=C(NCc1cccnc1)C1CCN(c2nnc(-n3cccc3)s2)CC1	100	-0.5
CC1=C(C#N)C(C(F)(F)F)(C(F)(F)F)N=C(c2cccnc2)N1	100	-0.2
Cc1cc(NS(=O)(=O)c2ccc(N3Cc4ccccc4C3=NC(=O)c3cccc(S(=O)(=O)N(C)C)c3)cc2)no1	100	0
O=C(Cn1c(=O)sc2ccccc21)Nc1ccccc1	105	0.2
CC(=O)c1cccc(NC(=O)CSc2ncc3c(n2)-c2cc(Cl)ccc2N(Cc2ccccc2)S3(=O)=O)c1	112	0.4
C=CCNC(=O)CCc1cc(OC)c(OC)c(OC)c1	100	-0.4
O=C(CN1C(=O)COc2ccc(S(=O)(=O)N3CCCCCC3)cc21)N1CCN(c2cccc(Cl)c2)CC1	104	-0.2
CC(C)c1ccc(OC(=O)C2COc3ccccc3O2)cc1 (stereo not given)	102	0.7
N#CC1=C(N)Oc2nc(-c3ccccc3)[nH]c2C1c1ccc(OCC(N)=O)cc1 (stereo not given)	101	0
CC1=C(C(=O)OC(C)C(C)(C)C)C(c2ccc(O)cc2)NC(=O)N1 (stereo not given)	99	-0.2
O=C(c1cc2ccc3cccnc3c2[nH]1)N1CCc2ccccc21	103	0.2
CC(C)Cn1cnc2sc3c(c2c1=N)CCCC3	102	0
CCCOc1cccc(NC(=O)c2c(-c3ccccc3Cl)noc2C)c1	103	-0.5
CCOc1ccccc1C(=O)Nc1ccc(S(=O)(=O)N2CCCCC2c2cccnc2)cc1 (stereo not given)	105	-0.5
CCN(Cc1nc(-c2cccc(Br)c2)no1)C(C)C(=O)Nc1ccc(C)cc1 (stereo not given)	110	1.1
COc1ccc(CNC(=O)Cc2nc(-c3ccc(OC)cc3)no2)cc1	101	-0.4
CC1CCCC(C)N1C(=O)COc1ccc(-c2nnco2)cc1 (stereo not given)	105	0.3
CCN1CCN(C(=O)c2cnn(-c3ccc(F)cc3F)c2C2CCN(C(=O)OC(C)(C)C)CC2)CC1	101	-1
CC(C)CC(=O)Nc1ccc2nc(SCC(=O)N3CCOCC3)sc2c1	111	0.9
COc1cc2c(cc1OC)C(C)N(C(=O)c1nn(-c3ccccc3)nc1C)CC2 (stereo not given)	103	-0.1
O=c1cc(CCl)c2ccc(O)cc2o1	99	-0.6
Cc1ccc(N2CCN(S(=O)(=O)c3c(C)[nH]c(=O)[nH]c3=O)CC2C)cc1 (stereo not given)	106	0.3
O=C(NC1=NCCS1)c1ccc(S(=O)(=O)N2CCc3ccccc3C2)cc1	103	0

Record cards, as listed above. Order of values: Polio RdRp inh	Polio RdRp inh FP z-score
CCCOc1cccc(NC(=O)c2c(-c3ccccc3Cl)noc2C)c1 is entered as 103	-0.5
Cc1ccc(N2CCN(S(=O)(=O)c3c(C)[nH]c(=O)[nH]c3=O)CC2C)cc1 (stereo not given) is entered as 106	0.3

Going on with the list.
SMILES	Polio RdRp inh	Polio RdRp inh FP z-score
COc1ccc(/C=C2\Oc3cc(OCc4cccc(C)c4)ccc3C2=O)cc1	102	0.3
COc1ccc(NC(=O)COC(=O)c2cc(-c3ccc(C)o3)nc3ccccc23)cc1	104	0.2
Cc1ccc(Cn2c(=O)n(CCCCC(=O)NCc3ccccc3Cl)c(=O)c3ccccc32)cc1	107	0.4
CCC(CC)(CN(C)C)OC(=O)c1ccccc1	107	0.4
CCCCN(C)Cc1c(O)ccc2c(=O)c(Oc3cc(C)cc(C)c3)coc12	103	0.3
CC1=C(C(=O)c2ccccc2)CNC(=S)N1	102	-0.1
Cc1ccccc1-c1noc(-c2cccnc2N2CCN(c3ccccc3)CC2)n1	109	0.4
CCOc1ccc(OCC)c(NC(=O)c2cc(CN3CCOCC3)on2)c1	107	0.1
Cc1ccc2nc(C3=C(O)CN(CC(C)C)C3=N)[nH]c2c1	98	-0.4
COC(=O)c1cc(C#N)c(C)nc1Sc1nccn1-c1cc(Cl)ccc1Cl	107	0.3
O=C(c1cccs1)c1cnc2ccccn2c1=O	101	-0.4
Clc1cccc(N2CCN(c3ncnc4c3nc3n4CCCCC3)CC2)c1	102	-1.3
CC(=O)Oc1ccc2oc(-c3ccccc3)c(C(=O)O)c2c1	100	-0.1
c1coc(CNC2CCCC2)c1	102	0
O=C1NC(=S)N(c2ccccc2)C(=O)/C1=C\c1ccoc1	107	1.2
Cc1nc2cc3c(cc2[nH]1)OCCO3	105	0.3
Cc1ccc(-c2c3c(=O)n(C)c(=O)n(C)c3c3c(-c4cccc(C)c4)nc4ccccc4n23)cc1	105	0.3
COc1cccc2sc(N(C)c3ccccc3)nc12	101	-0.4
COc1cc(C(=O)Nc2cc3c(cc2N2CCCCC2)n(C)c(=O)n3C)cc(OC)c1OC	100	-0.1
CC(OC(=O)CCc1ccc(S(=O)(=O)N2CCOCC2)cc1)C(=O)Nc1ccc(Cl)cn1 (stereo not given)	101	0
CC(C)(C)c1nnc(SCC(=O)c2ccc(F)c(F)c2)n1N	110	0.2
CC(C)N1C/C(=C/c2ccc(Br)o2)C(=O)/C(=C/c2ccc(Br)o2)C1	100	0.1
COc1ccc(O)c(C(=O)c2cnc3c(c2)c(C)nn3CCO)c1	103	0.3
Cc1ccccc1Cc1c(C)nc2c(C(=O)NCc3ccco3)cnn2c1C	102	0.7
CCc1ccc(NCc2cc3cc4c(cc3n(CC(=O)Nc3cccc(OC)c3)c2=O)OCO4)cc1	100	-1
COc1ccc(-c2cccc(NS(=O)(=O)c3cccs3)c2)nn1	102	-0.8
Cc1ccc(-c2nc3ncccc3o2)cc1NC(=O)c1ccc(-c2ccc(Cl)cc2)o1	102	-0.7
COc1ccc(C2=CC(=O)N(c3ccccc3)C(c3ccccc3)O2)cc1 (stereo not given)	104	0.6
Cc1ccc2nc(-c3ccccc3)cn2c1	101	0
CCC(C)c1ccc(OCC(=O)Nc2cccc(-c3nc4ncccc4o3)c2)cc1 (stereo not given)	106	0.5
CC(=O)Nc1ccc(C(=O)OCC(=O)Nc2cc(Cl)cc(Cl)c2)cc1	101	-0.4
O=C1CCCC(O)=C1C=Nc1ccc(Br)cc1	102	0.3
CCCN(C(=O)C1CCCN1S(=O)(=O)c1cccc2nsnc12)c1ccc(C(C)C)cc1 (stereo not given)	102	-0.3
CCC(=O)N1c2ccccc2CC1C(=O)NCCc1ccccc1 (stereo not given)	103	-0.7
COc1ccc(-n2c(=O)c3c4c(sc3n(Cc3cc(=O)n5c(C)cccc5n3)c2=O)CCC4)c(OC)c1	100	-1.9
O=C(NCCSc1c(-c2ccc(Cl)cc2)[nH]c2ccccc12)c1ccc(S(=O)(=O)N2CCOCC2)cc1	109	1.4
Cn1ccnc1C(=O)c1ccccc1Cl	102	0.4
O=C(NCc1ccco1)c1cc(Cl)cc(Cl)c1	99	-0.7
COc1ccc(C2C(C#N)=C(N)Oc3c2ccc2cccnc32)cc1 (stereo not given)	102	0
CC(C)C(=O)N1c2ncnn2C2(CCCCC2)[C@@H]2CCCC[C@@H]21	98	-0.5
CCC(Sc1nnc(C)c(=O)[nH]1)C(=O)Nc1ccccc1C#N (stereo not given)	100	-0.2
Cc1ccc(-c2nc3n(n2)C(=O)CC(c2ccc(Cl)cc2)S3)cc1 (stereo not given)	108	-0.5
C1CCCN(C2CCNCC2)CC1	100	-0.5
CCOC(=O)c1c(C)[nH]c(C)c1C(=O)Cn1nnc2ccccc2c1=O	102	0.1
COc1ccc(CCNC(=O)c2ccc(-n3c(C)cc4c3CCCC4)cc2)cc1OC	105	-0.7
O=C(NCn1ccc(=O)[nH]c1=S)c1ccccc1	103	0.3
O=C1C(C=Nc2ccccc2O)=C(O)c2ccccc21	102	0.2
Oc1ccc(OCc2ccccc2)cc1	102&100	0.4&0
Cc1ccc(S(=O)(=O)Nc2cc3c(cc2N2CCOCC2)n(C)c(=O)n3C)cc1	106	0.3
COc1ccc(OC)c(NC(=O)COCc2cc(-c3ccco3)on2)c1	108	0.1
O=C(CCN1C(=O)COc2ccccc21)NCc1ccc(F)cc1Cl	102	0.5
CCC(Sc1nc2ncccc2c(=O)n1CC1CCCO1)C(=O)Nc1cccc(OC)c1 (stereo not given)	101	-0.6
CC(N)C(c1ccccc1)N1CCOCC1 (stereo not given)	103	0.3
Cc1ccc(NC(=O)C2C3/C=C\CCCCC32)cc1 (stereo not given)	103	0.1
Cn1c(O)c(N=NC(=S)Nc2ccccc2)c2ccccc21	99	-0.7
Cc1ccc(Cl)cc1N1CCN(CCNC(=O)Nc2ccc(Cl)cc2)CC1	108	-0.1
O=C(COC(=O)c1ccc(-c2nnc(-c3ccccc3)o2)cc1)c1ccc(F)cc1	103	-0.2
Cc1ccc(C(=O)C2CCOC(C)(C)C2)cc1 (stereo not given)	106	0.3
CSc1ccc(/C=c2\s/c(=C(/C#N)C(=O)N3CCN(C)CC3)n(-c3cccc(C)c3)c2=O)cc1	99	-0.5
CN(C)S(=O)(=O)Nc1ccc(Cc2ccncc2)cc1	104	0.9
(cont.)
SMILES	Polio RdRp inh	Polio RdRp inh FP z-score
COC(=O)C1=C(N)OC2=C(C(=O)CCC2)C1c1ccc(OC)cc1 (stereo not given)	101	-0.3
COc1ccc2c(c1OC)C(=O)N(c1ccc(O)cc1)C2	103	0.2
OCn1c2c(c3ccccc31)CCCC2	98	-0.6
CCOC(=O)CCn1nc(-c2ccc(Cl)cc2)cc1N	98	-0.9
O=C(COc1ccccc1)Nc1ccc2c(c1)C(=O)NC2=O	99	-0.4
Cc1cc(C)cc(NC(=O)CSc2oc(-c3cccs3)nc2S(=O)(=O)c2ccccc2)c1	109	1.1
COC(=O)/C=c1\sc2nc3cc(Cl)c(Cl)cc3n2c1=O	111	1
CC(C)(C)/C=N/NS(=O)(=O)c1ccc(-c2ccccn2)s1	104	0.6
O=C(Cn1ncc2ccccc21)N1CCc2ccccc21	104	0.7
Cc1ccc(-c2nccnn2)cc1	103	-0.3
COC(=O)c1ccccc1S(=O)(=O)N1CCC(C(=O)Nc2nnc(C)o2)CC1	102	0.1
Cc1cn(C)c(CC(=O)Nc2cccc(C#N)c2)c1C(=O)O	105	-0.1
CCOC(=O)N1CCC(NC(=O)c2oc3c(c2C)-c2[nH]ncc2CC3)CC1	104	0.4
CC(=O)Nc1ccc(OC(=O)c2cccnc2)cc1	103	0.6
CCn1c(SCc2nc3ccccc3c(=O)[nH]2)nnc1C(C)NC(=O)c1ccccc1 (stereo not given)	101	-0.1
CCOc1ccc(-c2cc3c(=O)n(Cc4nc(-c5ccc(OC)cc5OC)oc4C)ccn3n2)cc1Cl	102	-0.9
COc1ccccc1NC(=O)C1=C(C)Nc2ccccc2S1	104	0.1
Cc1sc2ncnc(NCC(C)(C)N3CCOCC3)c2c1C	103	0.1
CCn1c(Cn2ncc(Cl)c(Cl)c2=O)nc2cc(S(=O)(=O)N(C)C)ccc21	107	-0.3
CC1(C)C2CC=C(COCC(O)CNC3CC3)C1C2 (stereo not given)	96	-0.9
Cc1cc(C)nc(NC(N)=NC2CCCCC2)n1	102	0.1
CCOC(=O)N1CCC(N(CCN(C)C)C(=S)Nc2ccc(OC)c(Cl)c2)CC1	102	0.6
O=C(CN1CCOCC1)C12CC3CC(CC(C3)C1)C2	101	-0.1
CCCN(CCC)C(=O)c1cc(-c2ccccc2)n[nH]1	101	-0.8

At a glance, some entries already given:
SMILES	Polio RdRp inh	Polio RdRp inh FP z-score
CCOC(=O)CCn1nc(-c2ccc(Cl)cc2)cc1N	98	-0.9
O=C(COc1ccccc1)Nc1ccc2c(c1)C(=O)NC2=O	99	-0.4
Cc1cc(C)cc(NC(=O)CSc2oc(-c3cccs3)nc2S(=O)(=O)c2ccccc2)c1	109	1.1
COC(=O)/C=c1\sc2nc3cc(Cl)c(Cl)cc3n2c1=O	111	1
CC(C)(C)/C=N/NS(=O)(=O)c1ccc(-c2ccccn2)s1	104	0.6
O=C(Cn1ncc2ccccc21)N1CCc2ccccc21	104	0.7
Cc1ccc(-c2nccnn2)cc1	103	-0.3
COC(=O)c1ccccc1S(=O)(=O)N1CCC(C(=O)Nc2nnc(C)o2)CC1	102	0.1
Cc1cn(C)c(CC(=O)Nc2cccc(C#N)c2)c1C(=O)O	105	-0.1
CCOC(=O)N1CCC(NC(=O)c2oc3c(c2C)-c2[nH]ncc2CC3)CC1	104	0.4
CC(=O)Nc1ccc(OC(=O)c2cccnc2)cc1	103	0.6
CCn1c(SCc2nc3ccccc3c(=O)[nH]2)nnc1C(C)NC(=O)c1ccccc1 (stereo not given)	101	-0.1
CCOc1ccc(-c2cc3c(=O)n(Cc4nc(-c5ccc(OC)cc5OC)oc4C)ccn3n2)cc1Cl	102	-0.9
COc1ccccc1NC(=O)C1=C(C)Nc2ccccc2S1	104	0.1
Cc1sc2ncnc(NCC(C)(C)N3CCOCC3)c2c1C	103	0.1
CCn1c(Cn2ncc(Cl)c(Cl)c2=O)nc2cc(S(=O)(=O)N(C)C)ccc21	107	-0.3
CC1(C)C2CC=C(COCC(O)CNC3CC3)C1C2 (stereo not given)	96	-0.9
Cc1cc(C)nc(NC(N)=NC2CCCCC2)n1	102	0.1
CCOC(=O)N1CCC(N(CCN(C)C)C(=S)Nc2ccc(OC)c(Cl)c2)CC1	102	0.6
O=C(CN1CCOCC1)C12CC3CC(CC(C3)C1)C2	101	-0.1
CCCN(CCC)C(=O)c1cc(-c2ccccc2)n[nH]1	101	-0.8

(further entries)
SMILES	Polio RdRp inh	Polio RdRp inh FP z-score
Cc1cccc(COc2coc(CN3CCc4ccccc4C3)cc2=O)c1	106	1.4
CCOC(=O)Cc1nnc(-c2ccc(Cl)cc2)o1	101	0
O=C(NCc1ccco1)/C(=C/c1cn(-c2ccccc2)nc1-c1cccs1)NC(=O)c1ccccc1	93	-2.1
COc1ccccc1CNC(=O)c1cc(S(=O)(=O)N2CCCCCC2)cn1C	115	2.1
CC1C(=O)CCN(C(C)(C)C)C1C (stereo not given)	107	0.5
CCn1ccc2cc(S(=O)(=O)N3CCC(C(=O)NCCc4ccc(SC)cc4)CC3)ccc21	103	-1
Cc1ccccc1N1CC23C=CC(O2)C(C(=O)OC(C)C)C3C1=O (stereo not given)	101	-0.3
C=CCN(C(=O)c1cc2c(=O)oc3ccc(C)cc3c2s1)c1ccccc1	103	0.3
COc1cccc(-n2nc(C(=O)N3CCC(C(N)=O)CC3)c3ccccc3c2=O)c1	100	0
CN(C)S(=O)(=O)c1cccc(C(=O)N2CCC(C(N)=O)CC2)c1	103	0.1
O=S(=O)(c1ccc(Cl)cc1)N1CCCC1c1cccs1 (stereo not given)	103	0.3

A portion of the library. The share of hits here may be higher or lower than overall.
